DAGLB inh: blocks human DAGLB lipase activity | Q8NCG7 | HEK293T DAGLB membrane lysate, EnzChek fluorogenic substrate | inhibition, % at 5.17 µM | 340,000 tested, 0.059% active | AID 504411; in the data active means inhibition above about 34%;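 further: 0% = enzyme with vehicle and 100% = wells lacking enzyme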
SR-BI DiI inh: mouse SR-BI HDL lipid transfer inhibition | Q61009 | ldlA[mSR-BI] CHO cells, DiI-HDL uptake fluorescence, 3 h | inhibition, % at 12.5 µM | 320,000 tested, 0.96% active | AID 488896;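 active means mean replicate inhibition of at least 70% and a set share of replicates each scoring 70 or more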;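 further: 0% = median of neutral control wells and 100% = median of positive control wells; values of inactives mirror those of a sister screen read the other way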
PvdQ inh: P. aeruginosa PvdQ acylase inhibition. purified PvdQ acylase, fluorescence plate reader. inhibition, % at 10 µM. 340,000 tested, 0.063% active. AID 488965; in the data active means inhibition above about 30%, passing the limit was not always enough;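 further: 0% = vehicle neutral wells and 100% = reference inhibitor wells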
LANA DNA inh: blocks KSHV LANA C-terminal domain binding to DNA. MBP-C-LANA/FAM-LBS DNA binding, fluorescence polarization. inhibition, % at 9 µM. 340,000 tested, 0.078% active;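 active means highest replicate inhibition at or above 60% at 9 µM, even if other replicates fall short; inactive means all replicates below 60% inhibition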;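 further: 0% = neutral control wells and 100% = 4 µM acridine orange control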
PKA-R2B activ: activates the human PKA-R2B holoenzyme complex | PKA-R2B holoenzyme dissociation, Cy5-IP20 fluorescence polarization; R2B truncated from residue 108, S112A mutant; 0% DMSO only, 100% 113 µM cGMP | 340,000 tested, 0.079% active | P22694+P31323 | AID 504700 | activation, % at 11.4 µM;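 active means activation above a cutoff set at the mean over all compounds plus 3 SD, cut at about 18% in these data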;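 further: higher means more holoenzyme dissociation and a rise in polarization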
Target sequence (P31323 whole entry, looked up, other chains not shown, the tested form may be a part): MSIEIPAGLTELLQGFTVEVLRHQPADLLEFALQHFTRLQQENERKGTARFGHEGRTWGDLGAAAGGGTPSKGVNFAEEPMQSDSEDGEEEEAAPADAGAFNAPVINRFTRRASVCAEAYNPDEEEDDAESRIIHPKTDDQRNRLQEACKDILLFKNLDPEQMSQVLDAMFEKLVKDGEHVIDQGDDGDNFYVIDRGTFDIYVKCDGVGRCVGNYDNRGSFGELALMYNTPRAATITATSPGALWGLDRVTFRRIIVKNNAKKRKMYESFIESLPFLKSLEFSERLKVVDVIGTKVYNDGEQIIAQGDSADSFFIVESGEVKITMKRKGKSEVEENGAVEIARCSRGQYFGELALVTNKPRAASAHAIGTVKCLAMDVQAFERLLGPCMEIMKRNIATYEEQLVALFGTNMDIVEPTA
SR-BI DiI-HDL act: enhances SR-BI lipid uptake from DiI-HDL; AID 504775; 320,000 tested, 0.096% active; activation, % at 12.5 µM; CHO ldlA[mSR-BI] cells, DiI-HDL uptake fluorescence, 3 h; 100 = double the neutral-control signal;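 active means mean replicate activation of at least 60% and every replicate at or above 60%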;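 further: 0% = median plate neutral-control signal and 100% = twice that signal; values of inactives mirror those of a sister screen read the other way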
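Assay system: LDL receptor-deficient CHO ldlA cells overexpressing murine SR-BI / Medium: BSA-supplemented, HEPES-buffered Ham's F12, pH 7.4 / Probe or stimulus: DiI-labelled HDL at 10 µg/mL final / Timing: compound with DiI-HDL co-incubation, 3 h at 37 °C / Technique: bottom-read cell fluorescence after medium removal, ex 550/em 595 nm / Measure: HDL uptake via cellular fluorescence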
NSD2 HMT inh: inhibitors of human histone methyltransferase NSD2 | O96028 | NSD2 peptide methylation, AlphaScreen, 120 min | inhibition, % at 12.5 µM | 310,000 tested, 0.54% active | AID 743445; in the data active means inhibition above about 50%
Keap1 Nrf2 FP: inhibitors of human Keap1-Nrf2 protein-protein interaction. Q14145. Keap1 Kelch-Nrf2 peptide fluorescence polarization, 1536-well. inhibition, % at 9.4 µM. 340,000 tested, 0.15% active. AID 504523; in the data active means inhibition above about 12%;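 further: human Keap1 Kelch domain with fluorescein labeled Nrf2 9mer peptide probe; 0% = neutral control wells and 100% = peptide positive control; higher means more block of Keap1 binding to Nrf2 peptide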
Target sequence (Q14145 whole entry, looked up, the tested form may be a part): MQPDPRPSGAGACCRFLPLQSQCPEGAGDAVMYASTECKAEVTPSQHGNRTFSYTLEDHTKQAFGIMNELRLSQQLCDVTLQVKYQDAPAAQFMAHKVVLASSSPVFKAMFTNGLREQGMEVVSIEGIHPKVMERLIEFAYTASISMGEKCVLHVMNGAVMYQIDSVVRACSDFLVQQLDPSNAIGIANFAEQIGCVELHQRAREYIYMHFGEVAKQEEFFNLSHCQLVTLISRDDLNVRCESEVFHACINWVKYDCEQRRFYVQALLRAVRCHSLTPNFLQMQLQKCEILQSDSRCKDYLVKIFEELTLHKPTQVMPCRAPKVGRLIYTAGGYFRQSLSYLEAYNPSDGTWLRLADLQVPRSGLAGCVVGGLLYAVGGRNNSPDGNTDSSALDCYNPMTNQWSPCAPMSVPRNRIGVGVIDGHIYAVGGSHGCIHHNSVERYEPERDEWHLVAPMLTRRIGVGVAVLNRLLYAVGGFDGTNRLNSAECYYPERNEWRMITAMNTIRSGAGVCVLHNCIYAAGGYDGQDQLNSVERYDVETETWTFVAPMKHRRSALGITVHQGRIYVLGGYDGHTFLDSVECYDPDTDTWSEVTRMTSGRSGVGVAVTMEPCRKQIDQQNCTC
Cardiac RTF inh: cardiac RTF calcium desensitization; P19429+P45379; IANBD-labeled cardiac RTF, Ca2+ fluorescence; inhibition, % at 7.15 µM; 340,000 tested, 0.12% active; AID 493244;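 active means inhibition above the mean inhibition of all tested compounds plus 3 SD, cut at about 17% in these data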;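 further: assay run at fixed EC70 calcium of 1.6 mM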
Arr AP2 block: human beta-arrestin and AP2 interaction inhibition | 340,000 tested, 0.31% active | FITC-arrestin peptide / GST-AP2 beads, flow cytometry; AP2 beta2 appendage carries R879A mutation | inhibition, % at 10 µM | AID 504490;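 active means inhibition above a set limit, near 3 SD of compounds lacking own fluorescence, cut at about 54% in these data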;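 further: plate controls were DMSO wells for no effect and 5 µM unlabelled arrestin peptide for full effect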
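Measured by: flow cytometry, FL1 (488/535 nm); Material: AP2 appendage R879A on GSH beads; Evaluation: percent response; Timing: pre-incubation 12 min, peptide binding 1 h, room temperature; Also added: 50 nM FITC-arrestin peptide; Medium: PBS with 0.05% Tween 20 and 0.1% BSA.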
An asterisk follows results filed as active; nt = no result given.

SMILES	DAGLB inh	SR-BI DiI inh	PvdQ inh	LANA DNA inh	PKA-R2B activ	SR-BI DiI-HDL act	NSD2 HMT inh	Keap1 Nrf2 FP	Cardiac RTF inh	Arr AP2 block
Cn1nnnc1Sc1ncnc2scc(-c3ccc([N+](=O)[O-])cc3)c12	-2	-6	-2	0.1	3	6	nt	-1	-1	1
Cc1ccc(NC(=O)CSc2nnc(Cn3c(=O)sc4ccccc43)n2C)cc1Cl	1	-6	-16	-1.4	-6	6	nt	-7	2	7
O=C1CCC(C(=O)NCc2ccc3c(c2)OCO3)N1 (centres undefined)	-1	-4	10	-2.5	-3	4	-2	-3	-6	7
COc1cc2c(cc1OC)-c1cc(Nc3cccc(C)c3)nc(=O)n1CC2	-1	13	-24	1.9	2	-13	-3	-4	-9	-14
CCCn1c(=O)c(C(=O)NNC(=O)c2ccccc2[N+](=O)[O-])c(O)c2ccccc21	11	24	-13	-2.2	-9	-24	2	2	-4	3
Cc1ccc2c(c1C)C(=O)C(=O)N2	2	5	-11	-3.0	9	-5	12	3	-2	-15
OCCC1CN(Cc2ccccc2-c2ccco2)CCN1Cc1ccsc1 (centres undefined)	0	nt	-2	2.5	0	nt	-10	-1	-1	29
Cc1ccc(NC(=O)CSc2ccc3nnc(CCNC(=O)c4ccccc4)n3n2)c(C)c1	2	-13	-6	0.7	2	13	-2	-5	3	12
Cc1ccc(Nc2nc(N)nc(CN3CCN(Cc4ccc5c(c4)OCO5)CC3)n2)cc1C	1	11	5	-1.1	-3	-11	5	-4	-14	-1
CCN1CCN(c2cc3c(cc2F)c(=O)c(C(=O)O)cn3C2CC2)CC1	1	8	-10	1.6	6	-7	nt	-4	-4	4
COCCCNC(=S)N/N=C/c1ccc(O)cc1O	nt	8	-1	-1.4	nt	-8	-1	-6	nt	0
COc1ccc(Br)cc1[C@H]1[C@H]2C=CC[C@@H](C)[C@@H]2C(=O)N1Cc1ccccc1	-1	5	-7	1.4	6	-5	nt	-1	-1	4
CCOc1ccc(-n2c(SCC(=O)NC(C)CC)nc3n[nH]c(C)c3c2=N)cc1 (centres undefined)	1	nt	-9	-0.8	-6	nt	nt	-3	-8	-3
COCCn1c(=S)[nH]c2cc(C(=O)NCCCN3CCOCC3)ccc2c1=O	2	-23	-7	-0.2	-5	23	-1	-1	-10	0
Cn1c(N2CCC(C(N)=O)CC2)nc2c1c(=O)n(Cc1ccc(Br)cc1)c(=O)n2C	3	4	-5	-1.3	4	-4	2	-8	-3	2
N#Cc1ccccc1NC(=O)c1cc(=O)c2ccccc2o1	-2	-32	-6	-0.3	-7	32	9	0	-15	-3
COc1ccc(CCNC(=O)c2c(C)nn(-c3ccccc3)c2Cl)cc1OC	2	nt	-6	-1.1	-3	nt	nt	-7	-16	-2
CCCS(=O)(=O)N1CCCC(C(=O)NC2CCCCC2)C1 (centres undefined)	-2	-17	-18	-0.4	-7	nt	-2	-4	-4	5
S=C(Nc1ccccc1Cl)N(CCCN1CCOCC1)Cc1ccco1	-2	-29	-23	0.2	-2	29	0	-3	4	3
O=[N+]([O-])c1ccc(C2=Nn3c(Cn4nnc5ccccc54)nnc3SC2)cc1	2	-16	20	0.8	-6	16	0	-2	-6	28
Cc1ccccc1N1CCN(Cc2ccc([N+](=O)[O-])o2)CC1	-1	-8	-15	-1.9	-4	8	6	-1	-7	-5
CCOc1cc(N2CCOCC2)c(OCC)cc1NC(=O)COC(=O)COc1cc(C)cc(C)c1	-4	-26	-6	1.6	5	26	-4	-1	-8	0
CCN1CCN(c2oc(COc3ccc(-c4ccccc4)cc3)nc2C#N)CC1	0	26	-7	0.2	3	-26	1	-3	7	5
Cc1ccc(CNC(=O)C2CC(c3cccc([N+](=O)[O-])c3)=NO2)cc1 (centres undefined)	1	17	-13	3.6	-1	-17	nt	-8	1	11
Cc1ccccc1N1CCN(CCN2C(=O)CC(=C3c4ccccc4-c4ccccc43)C2=O)CC1	-1	-19	12	0.1	-7	19	0	-3	-4	37
COc1ccc(C(=O)Nc2ccc(NC(=O)CSc3nnc(-c4ccncc4)n3C)cc2)cc1	2	nt	-11	0.0	-4	nt	-6	-2	-4	1
Clc1cccc(Cl)c1CSc1nnc(CN2CCOCC2)n1-c1ccccc1	1	8	0	-0.4	-6	-8	-4	-1	5	-3
CCCN(CC(=O)Nc1ccc(F)c(F)c1F)C(=O)c1cc([N+](=O)[O-])ccc1N1CCOCC1	10	18	-9	1.4	-4	-18	-1	-1	-6	-12
FC(F)C(F)(F)C(F)(F)C(F)(F)c1cc(-c2ccccc2)n[nH]1	-3	-3	-11	-0.5	-5	3	-1	4	-7	0
NC(=O)c1cnn2c(-c3ccc(Cl)cc3Cl)ccnc12	0	-13	-9	0.9	-1	13	nt	0	-4	5

Arranged by value in NSD2 HMT inh (low to high): three from the list above.
Structure | DAGLB inh | SR-BI DiI inh | PvdQ inh | LANA DNA inh | PKA-R2B activ | SR-BI DiI-HDL act | NSD2 HMT inh | Keap1 Nrf2 FP | Arr AP2 block
COc1ccc(C(=O)Nc2ccc(NC(=O)CSc3nnc(-c4ccncc4)n3C)cc2)cc1 | 2 | nt | -11 | 0.0 | -4 | nt | -6 | -2 | 1
Cc1ccccc1N1CCN(CCN2C(=O)CC(=C3c4ccccc4-c4ccccc43)C2=O)CC1 | -1 | -19 | 12 | 0.1 | -7 | 19 | 0 | -3 | 37
Cc1ccccc1N1CCN(Cc2ccc([N+](=O)[O-])o2)CC1 | -1 | -8 | -15 | -1.9 | -4 | 8 | 6 | -1 | -5

Carrying on:
SMILES	DAGLB inh	SR-BI DiI inh	PvdQ inh	LANA DNA inh	PKA-R2B activ	SR-BI DiI-HDL act	NSD2 HMT inh	Keap1 Nrf2 FP	Cardiac RTF inh	Arr AP2 block
O=S(=O)(c1ccc(Br)s1)N1CCN(c2ccc(F)cc2)CC1	-7	12	-6	0.4	-1	-12	-3	-2	13	-2
Cc1cccc2sc(NC(=O)Cn3cccc3)nc12	-3	nt	-6	1.4	-12	nt	nt	-2	-8	15
COc1ccc(COC(=O)Nc2cn(C)nc2C(F)(F)F)cc1	0	-6	-1	-0.3	-3	6	2	-1	-1	-21
O=S1(=O)N=C(Nc2ccc(N3CCOCC3)cc2)c2ccccc21	2	-13	-7	-0.2	8	13	-4	-3	-2	-1
CCn1c(-c2cccn(Cc3ccccc3)c2=O)n[nH]c1=S	-4	-12	2	-1.7	3	12	-2	-4	1	10
COc1ccccc1C(=O)NCCn1ccc2ccccc21	0	31	-20	3.6	-7	-31	nt	0	-5	-3
c1ccc(CN2CCC(Nc3nc(-c4cccs4)nc4ccccc34)CC2)cc1	-2	15	-6	-0.4	-13	-15	nt	3	1	-14
CSc1ccc(S(=O)(=O)NCCSc2ccccn2)cc1	-2	-31	7	2.0	4	31	-2	-3	-5	26
CC(C(=O)OCC(=O)Nc1ncc(Cl)cc1Cl)N1C(=O)c2ccccc2C1=O (centres undefined)	-1	12	-4	2.2	-10	-12	-1	3	2	4
Cc1cccc(C(=O)N2CCN(c3ncnc4c3cnn4-c3ccccc3)CC2)c1	-1	54	0	1.0	3	-54	-1	-1	0	26

In a second layout: 3 of the compounds above
| smiles | DAGLB inh | SR-BI DiI inh | PvdQ inh | LANA DNA inh | PKA-R2B activ | SR-BI DiI-HDL act | NSD2 HMT inh | Keap1 Nrf2 FP | Cardiac RTF inh | Arr AP2 block |
| --- | --- | --- | --- | --- | --- | --- | --- | --- | --- | --- |
| COc1ccc(COC(=O)Nc2cn(C)nc2C(F)(F)F)cc1 | 0 | -6 | -1 | -0.3 | -3 | 6 | 2 | -1 | -1 | -21 |
| CCCN(CC(=O)Nc1ccc(F)c(F)c1F)C(=O)c1cc([N+](=O)[O-])ccc1N1CCOCC1 | 10 | 18 | -9 | 1.4 | -4 | -18 | -1 | -1 | -6 | -12 |
| Cn1nnnc1Sc1ncnc2scc(-c3ccc([N+](=O)[O-])cc3)c12 | -2 | -6 | -2 | 0.1 | 3 | 6 | nt | -1 | -1 | 1 |

New compounds follow.
SMILES	DAGLB inh	SR-BI DiI inh	PvdQ inh	LANA DNA inh	PKA-R2B activ	SR-BI DiI-HDL act	NSD2 HMT inh	Keap1 Nrf2 FP	Cardiac RTF inh	Arr AP2 block
Cc1ccccc1NC(=S)N(Cc1cccnc1)Cc1ccccc1Cl	2	-12	-6	0.9	1	12	3	3	-8	-18
CCCCn1c(-c2cccc(Br)c2)nc2cc3[nH]c(=O)c(C(C)C)nc3cc21	-5	4	-15	0.5	5	-4	nt	-2	1	14
Cc1ccccc1-c1nnn(Cc2ccc(-c3nn[nH]n3)cc2)n1	4	-19	-10	-0.1	-3	19	5	3	2	-1
Cc1ccc(Oc2ccc(S(=O)(=O)Nc3ccc(C(=O)O)cc3)cc2)cc1	4	-20	-6	1.5	5	20	2	-2	-3	4
Cc1ccc(C(=O)C(C)N(C(=O)c2ccc(Cl)cc2Cl)N2C(=O)CCCC2=O)cc1 (centres undefined)	-2	-19	-12	-1.4	13	19	-2	4	1	7
COc1ccc(-n2c(C)cc(C(=O)COC(=O)c3ccc(O)cc3O)c2C)cc1	-4	42	-17	-2.0	-4	-42	0	-1	-3	8
O=C(COC(=O)C1CCCCC1)Nc1cc([N+](=O)[O-])ccc1F	-1	-20	-6	-1.4	2	20	-3	1	-3	-3
CC(=O)N1CC(C)Sc2ccc(S(=O)(=O)NCc3ccccc3Cl)cc21 (centres undefined)	-2	7	-12	1.4	5	-7	3	-2	-10	-16
Cc1nn(C)cc1NC(=O)Cn1nc(C(F)(F)F)cc1C1CC1	-2	-17	-3	-1.9	-16	17	-1	5	3	19
CNC(=S)N(C1=NCC(c2ccc([N+](=O)[O-])cc2)S1)c1ccccc1 (centres undefined)	-6	25	-14	-0.2	-14	-25	-9	0	11	-2
Cc1cc(F)ccc1S(=O)(=O)Nc1ccccc1C(=O)NC1CCN(Cc2ccccc2)CC1	1	20	-10	-1.3	4	-20	nt	1	-4	-13
CCCCN(C)CCCNC(=O)c1ccc2c(c1)N(CC)C(=O)c1ccccc1S2=O (centres undefined)	-2	-14	-4	0.7	2	14	5	0	-4	-1
CCOC(=O)C1CCN(C(=O)CCNS(=O)(=O)c2cc(Br)cnc2N)CC1	-1	-6	-4	0.1	13	6	-8	-2	-3	11
O=P(c1ccccc1)(c1ccccc1)c1cc(Br)cc(Br)c1OCCO	1	-15	6	-1.6	6	15	1	-1	-2	30
Cn1cc(Br)c(-c2cccc(NC(=O)CCC(=O)O)c2)n1	1	-18	0	-0.4	-1	18	-1	3	1	25

An unsorted share of the library, and some 2.1% of all compounds hit somewhere here.
